GSK3 alpha inh: blocks human GSK-3 alpha kinase. P49840. ADP-Glo luminescence, 60 min. inhibition, % at 10 µM. actives 0.1% (n = 320,000);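 in the data active = inhibition above about 50%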;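 also: GST-tagged GSK-3 alpha with peptide substrate and 25 µM ATP; 0% = DMSO neutral wells and 100% = GW8510 positive control wells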
Target sequence (P49840 whole entry, looked up): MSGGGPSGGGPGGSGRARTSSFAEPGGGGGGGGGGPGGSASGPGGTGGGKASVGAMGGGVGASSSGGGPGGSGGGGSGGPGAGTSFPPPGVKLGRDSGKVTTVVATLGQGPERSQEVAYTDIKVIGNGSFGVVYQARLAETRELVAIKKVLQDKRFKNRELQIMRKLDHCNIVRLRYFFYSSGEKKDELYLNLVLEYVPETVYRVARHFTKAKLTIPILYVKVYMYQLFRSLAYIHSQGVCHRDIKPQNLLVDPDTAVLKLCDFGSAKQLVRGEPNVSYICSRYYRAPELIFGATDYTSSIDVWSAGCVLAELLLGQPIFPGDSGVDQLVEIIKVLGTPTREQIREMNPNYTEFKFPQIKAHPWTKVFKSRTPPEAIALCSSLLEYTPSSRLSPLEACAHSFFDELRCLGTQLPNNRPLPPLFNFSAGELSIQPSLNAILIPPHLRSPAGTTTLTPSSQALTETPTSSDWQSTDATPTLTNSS
PolyA inhibitor: blocks polyadenylation in yeast reporter cells | AID 1875 | calls only at 12 µM | S. cerevisiae SKY197-pL101 polyadenylation reporter, beta-gal luminescence; efflux-impaired pdr1/pdr3 knockout yeast; score 100 = 6 SD above DMSO | actives 0.02% (n = 300,000);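 active = lowest replicate activity score at least 50, where 100 means six control SD above control mean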;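 also: yeast exposed to compound for 9 h at 30 °C; higher score means more reporter readthrough which indicates perturbed polyadenylation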
IEC-6 cytotox: counter-screen for KLF5 inhibitors: cytotoxicity in IEC-6 cells; IEC-6 cytotoxicity, luminescence viability; inhibition, % at 5 µM; actives 0.78% (n = 290,000); in the data active = inhibition above about 22%;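 also: 0% = plate median of test compound wells and 100% = cytotoxic reference compound wells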
KLF5 inh: inhibitors of KLF5 expression | DLD-1 KLF5 promoter-luciferase reporter, luminescence | inhibition, % at 5 µM | actives 0.23% (n = 290,000);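 active = inhibition above a per-plate limit of that plate's mean compound inhibition plus 3 SD, cut at about 60% in these data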;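 also: 0% = DMSO wells and 100% = LY294002 at 200 µM; higher means less KLF5 promoter-driven luciferase light; inactives centre near -14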
HSP90 inh: inhibitors of HSP90 luciferase refolding in rabbit reticulocyte lysate; inhibition, % at 5.6 µM; luciferase refolding luminescence, 3 h; actives 0.91% (n = 290,000);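 active = inhibition above the screen-wide mean plus 3 SD, computed separately per campaign, cut at about 16% in these data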;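 also: 0% = DMSO wells and 100% = 60 µM geldanamycin wells; inhibitors lower the luminescence because luciferase stays unfolded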
HSF1 inhib: HSF1 inhibition | NIH3T3-HGL HSE-luciferase, MG132-induced, luminescence 8 h; hits give low values | activity change, negative = inhibition, % at 7.5 µM (by protocol) | actives 0.77% (n = 300,000);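 active = more than half of replicate wells show activity change below -50%, luminescence cut by over half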;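 also: luciferase reports HSF-1 transcriptional activity via heat shock element; 0% = median of DMSO wells and -100% = zero luminescence signal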
aSyn 5UTR inh: MLPCN primary screen, SNCA 5' untranslated region | alpha-synuclein 5'UTR reporter, inhibitor activity | inhibition, % (tested at 7.5 µM) | actives 0.82% (n = 300,000) | AID 1813; in the data active = inhibition above about 60%;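 also: H4 neuroglioblastoma cells stably carrying SNCA 5'UTR luciferase fusion; 0% = DMSO wells and 100% = positive control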
GSK3beta inhib: human GSK3beta kinase inhibition. P49841. actives 0.038% (n = 300,000). activity score (negative = inhibition), % at 10 µM. GST-GSK3beta kinase, ADP-Glo luminescence, 60 min; hits give low values;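 active = more than half of replicate wells score below -50%, meaning over 50% inhibition versus plate controls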;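 also: 0% = median DMSO wells and -100% = median GW8510 positive control wells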
Target sequence (P49841 whole entry, looked up): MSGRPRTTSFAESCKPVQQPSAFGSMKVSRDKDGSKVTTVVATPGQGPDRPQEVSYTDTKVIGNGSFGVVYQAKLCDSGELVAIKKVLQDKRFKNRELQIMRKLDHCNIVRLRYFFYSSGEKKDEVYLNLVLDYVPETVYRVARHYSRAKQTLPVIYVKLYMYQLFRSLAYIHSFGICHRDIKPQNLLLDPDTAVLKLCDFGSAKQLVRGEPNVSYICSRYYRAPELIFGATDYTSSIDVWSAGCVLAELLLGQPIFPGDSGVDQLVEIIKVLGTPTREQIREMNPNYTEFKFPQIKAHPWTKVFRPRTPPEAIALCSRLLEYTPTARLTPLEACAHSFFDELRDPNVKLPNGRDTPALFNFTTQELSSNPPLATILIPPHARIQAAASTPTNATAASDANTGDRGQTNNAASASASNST
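Assay system: GST-tagged human GSK3beta kinase, cell-free; Input: 1.6 ng GSK3beta; Medium: Tris/MgCl2 kinase buffer; Timing: 60 min enzyme reaction, room temperature; Signal: ADP-Glo luminescence quantifying ADP generated by kinase; Evaluation: score relative to plate controls; Benchmarks: DMSO neutral wells and GW8510 at 20 µM as positive.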
AI-2 QS modul: Vibrio harveyi AI-2 quorum sensing modulation | actives 0.4% (n = 300,000) | Vibrio harveyi JMH597 AI-2 luminescence/OD600 ratio, 9 h; hits give low values; strain lacks LuxN and CqsS sensors; 0 = neutral-control median | activity change, % at 7.5 µM; in the data active = activity change below about -75%, passing the limit was not always enough;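 also: luminescence divided by OD600 gain over 9 h not by final OD600 alone; inactives centre near 13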
HSF1 activator: increases HSF-1 driven luciferase reporter signal | NIH3T3-HGL HSF-1 luciferase reporter, MG132, 8 h; 100% = twice DMSO control signal | activation, % at 9 µM | actives 1.7% (n = 300,000) | AID 504408;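 active = mean replicate activation of at least 50% with a set share of replicates each reaching 50%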;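 also: 0% = median of the neutral control wells and 100% = twice that signal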
Starred values were filed as active, the others as inactive; i = inactive; . = not tested or not shown.

SMILES | GSK3 alpha inh | PolyA inhibitor | IEC-6 cytotox | KLF5 inh | HSP90 inh | HSF1 inhib | aSyn 5UTR inh | GSK3beta inhib | AI-2 QS modul | HSF1 activator
Cc1c(CCCN)c2ccccc2n1Cc1ccccc1 | -1 | . | 2 | -6 | 0 | 1 | -7 | 2 | 10 | 10
COC(=O)c1ccc(Oc2cc(C)nc(NCc3ccccc3)n2)cc1 | -4 | i | 0 | 13 | -6 | -6 | 34 | -1 | 11 | 8
CCCCC1CCC(C(=O)NCC(c2ccco2)N2CCOCC2)CC1 (stereo unspecified) | -11 | i | 5 | -10 | -1 | 2 | -15 | 1 | 38 | -5
CCCc1nnc(SCC(=O)N2CCOCC2)n1CCCOC | -22 | i | -4 | -51 | -4 | -10 | -12 | 1 | 20 | -8
OCCNCC(O)Cn1c2ccccc2c2ccccc21 (stereo unspecified) | 0 | . | 3 | -6 | -1 | 7 | 0 | -1 | 19 | 5
Cc1cc(/C=N\O)c(C)n1-c1ccncc1 | 0 | i | -2 | -39 | 1 | -5 | -23 | 2 | 5 | -4
CCc1ccc(N2CC(C(=O)Nc3nccs3)CC2=O)cc1 (stereo unspecified) | 6 | i | -10 | -20 | -2 | 5 | 10 | 2 | -1 | -7
Cc1cc(C)n(-c2nc3c(c(=O)[nH]c(=O)n3C)n2CC(O)COc2ccccc2)n1 (stereo unspecified) | -5 | i | 0 | -2 | -2 | -7 | 17 | 3 | 12 | -4
COc1ccc(C(C(=O)NCc2ccccc2)N(Cc2cccnc2)C(=O)c2snc(C(N)=O)c2N)cc1OC (stereo unspecified) | 1 | i | -1 | -14 | -1 | 0 | 4 | 0 | 10 | -4
COc1cccc(NC(=O)CNCc2ccccc2)c1 | 0 | i | -3 | -40 | -2 | 7 | -43 | 1 | -4 | 15
O=C(NCC(c1ccco1)N1CCN(c2ccccc2F)CC1)C(=O)NC1CCCCC1 (stereo unspecified) | 0 | i | . | . | . | 5 | -1 | 2 | 24 | 0
CCCn1c(SCCC(=O)O)nc2ccccc21 | -2 | i | -6 | 0 | -1 | 0 | -12 | 0 | 23 | -1
CCOc1ccc(Nc2cc(C)nc3ccc(C)cc23)cc1 | 1 | i | . | . | . | -5 | 14 | 1 | 15 | -10
Nc1nonc1C(=O)NCCN=Cc1ccccc1O | 0 | i | 0 | -7 | 0 | -2 | 2 | 1 | 22 | -5
CCOC(=O)n1cc(C(=O)c2ccccc2O)cn1 | -2 | i | -4 | 2 | -1 | 2 | 2 | 0 | 27 | -2
CCN(CCn1cccn1)Cc1c(C(=O)N2CCCCCCC2)nc2ccc(Cl)cn12 | 0 | i | -3 | -6 | 2 | -5 | -3 | 2 | 14 | -7
O=C1NC(=S)SC1=C1CCCC1 | . | i | 5 | -15 | 12 | 1 | -26 | 1 | 26 | 3
O=C(N/N=C/c1cccnc1)NC12CC3CC(CC(C3)C1)C2 | 0 | i | 5 | 27 | 32* | 0 | -22 | 3 | 9 | -5
O=C1CCN(Cc2ccccc2)CCN1[C@H](CO)c1ccccc1 | 0 | i | 3 | -18 | 3 | 1 | 8 | 1 | 5 | -15
CCCCN(CC)S(=O)(=O)c1c(C)[nH]c(=O)[nH]c1=O | -1 | i | 2 | -31 | -2 | 5 | 4 | 3 | -8 | 4
COc1cccc2cc(-c3ccccc3)c(=O)oc12 | 1 | i | 0 | -126 | -3 | 27 | -113 | 0 | 7 | 62*
COc1cnc(-c2ccccc2)nc1Oc1cccc(C)c1 | 3 | i | -10 | -7 | -3 | 5 | 36 | 0 | 20 | 13
COc1ccc(C)cc1NS(=O)(=O)c1ccc2c(c1)oc(=O)n2C | 1 | i | 2 | -12 | -2 | 5 | 1 | 3 | -2 | 14
C=CCOc1ccc2c(OC)c3ccoc3nc2c1OC | 1 | i | 0 | -24 | 3 | 10 | -81 | -7 | 4 | 26
CCOC(=O)C1CCCN(Cc2cc(=O)oc3cc(C)c(C)cc23)C1 (stereo unspecified) | 0 | i | -1 | -15 | 0 | 14 | -12 | 6 | 16 | 13

(list continues)
SMILES | GSK3 alpha inh | PolyA inhibitor | IEC-6 cytotox | KLF5 inh | HSP90 inh | HSF1 inhib | aSyn 5UTR inh | GSK3beta inhib | AI-2 QS modul | HSF1 activator
Cn1c(/C=C/c2cccc([N+](=O)[O-])c2)nc2ccccc2c1=O | 1 | i | 5 | 0 | -2 | 0 | -7 | 0 | 0 | -2
COC(=O)/C=C(\C)NC(=O)c1cccs1 | -1 | i | 4 | -17 | 1 | -6 | -21 | 1 | 10 | 6
O=c1[nH]cnc(O)c1C(c1ccc2c(c1)OCO2)c1c(O)nc[nH]c1=O | -2 | i | -12 | -22 | -2 | 3 | -5 | 0 | 19 | 3
Cc1cc(NC(=O)CSc2nnnn2-c2ccc(F)cc2)no1 | 1 | i | 12 | -16 | 2 | 6 | -1 | -6 | -1 | 8
COc1cccc(OC)c1OCC(O)CN1CCN(c2ccccc2)CC1 (stereo unspecified) | -3 | i | 3 | 19 | 4 | 0 | 8 | -3 | 38 | -9
COc1ccc(N(CC(=O)N/N=C(\C)c2ccc(C)cc2)S(=O)(=O)c2ccccc2)cc1 | -3 | i | 4 | -15 | -3 | 3 | -1 | -1 | 21 | -13
CCCCc1cc(=O)oc2c(CN(C)C)c(O)ccc12 | 2 | i | -4 | -25 | -1 | -30 | 17 | -3 | 4 | -47
COc1ccccc1NC(=O)CSc1nc2[nH]ncc2c(=O)[nH]1 | 0 | i | . | . | . | -3 | 5 | 0 | 10 | -5
c1ccc(-c2cn3c(n2)SCC3)cc1 | -1 | i | 2 | -20 | 1 | -5 | -38 | 1 | 4 | 29
COc1ccc([N+](=O)[O-])cc1Nc1ncnc2ccccc12 | . | i | 4 | -23 | 2 | -6 | -39 | 3 | 5 | -1
O=C(C1CCCO1)N1CCN(Cc2nc3ccccc3c(=O)[nH]2)CC1 (stereo unspecified) | -2 | i | 2 | -26 | 1 | 3 | 3 | -2 | 10 | -6
CC(=O)n1c2c(c3ccccc31)OC(N)=C(C#N)C2c1ccc(C(C)C)cc1 (stereo unspecified) | 1 | i | 6 | -75 | 20* | . | -118 | 2 | 8 | .
COc1cc(NC(=S)NCc2ccc(S(N)(=O)=O)cc2)cc(OC)c1 | -1 | i | -3 | 4 | 0 | -16 | -2 | -2 | 19 | 0
Cc1nc2scc(C)n2c(=O)c1S(=O)(=O)N1CCN(c2ccc([N+](=O)[O-])cc2)CC1 | -2 | i | 0 | -34 | -2 | 5 | 12 | 2 | 18 | 6
Cc1n[nH]c(=S)n(NC(=O)/C=C/C(=O)Nn2c(=S)[nH]nc(C)c2=O)c1=O | . | i | -4 | -18 | 0 | -4 | -26 | -7 | 34 | -2
Cc1cc(C(=O)CSc2cccc[n+]2[O-])c(C)n1-c1ccc(OC(F)F)cc1 | -1 | i | 27* | -52 | 3 | 18 | -103 | -8 | 12 | 43
CSc1ccc(/C=C(\NC(=O)c2ccccc2)C(=O)NCCN2CCOCC2)cc1 | 1 | i | 4 | -15 | -5 | 4 | -5 | 1 | 16 | -9
CN(CC(=O)Nc1ccccn1)S(=O)(=O)c1ccc(Cl)cc1 | 1 | i | 0 | -2 | 4 | -1 | 5 | 3 | -6 | -5
CCN1C(=O)/C(=C/c2c(C)nn(C)c2C)SC1=S | -1 | i | 1 | 3 | 4 | -6 | -13 | 1 | 3 | -5
O=C(c1cn(-c2ccccc2)nc1-c1ccc(Br)cc1)N1CCOCC1 | 1 | i | -6 | 13 | 95* | -6 | 20 | 1 | 20 | 16
CCOc1ccc(NC(=S)Nc2ccc(C)c([N+](=O)[O-])c2)cc1 | . | i | 5 | -1 | 17* | 23 | -56 | -1 | 0 | 22
O=C1C2CC=C(Cl)CC2C(=O)N1CCCCCCN1C(=O)C2CC=C(Cl)CC2C1=O (stereo unspecified) | 1 | i | -4 | -17 | 0 | 6 | -8 | 7 | 14 | 15
O=C(COC(=O)c1cc[n+]([O-])cc1)Nc1cccc(Cl)c1Cl | 1 | i | 0 | -15 | 5 | -66* | -31 | 4 | -4 | -70
O=C(O)C1CCN(S(=O)(=O)c2cccs2)CC1 | 1 | i | 0 | 1 | 0 | 2 | 13 | 0 | 9 | -5
O=C(CSc1nnc(NC(=O)C2CC2)s1)Nc1ccc2c(c1)OCCO2 | -11 | i | 2 | -25 | -1 | -2 | 3 | 4 | 15 | -10
COc1cccc(NC(=O)N2CCN(c3cccc(C)c3C)CC2)c1 | 6 | i | 4 | -31 | 1 | 10 | -41 | -3 | 12 | 10
COc1ccc2c(c1)[nH]c1c(Cl)ncnc12 | . | i | 1 | -10 | 2 | -6 | -2 | -10 | 22 | -9

2 entries from above, tab-delimited:
SMILES	GSK3 alpha inh	PolyA inhibitor	IEC-6 cytotox	KLF5 inh	HSP90 inh	HSF1 inhib	aSyn 5UTR inh	GSK3beta inhib	AI-2 QS modul	HSF1 activator
O=C(N/N=C/c1cccnc1)NC12CC3CC(CC(C3)C1)C2	0	i	5	27	32*	0	-22	3	9	-5
C=CCOc1ccc2c(OC)c3ccoc3nc2c1OC	1	i	0	-24	3	10	-81	-7	4	26

An excerpt from above in order of molecular weight, ascending:
SMILES | GSK3 alpha inh | PolyA inhibitor | IEC-6 cytotox | KLF5 inh | HSP90 inh | HSF1 inhib | aSyn 5UTR inh | GSK3beta inhib | AI-2 QS modul | HSF1 activator
CCN1C(=O)/C(=C/c2c(C)nn(C)c2C)SC1=S | -1 | i | 1 | 3 | 4 | -6 | -13 | 1 | 3 | -5
CC(=O)n1c2c(c3ccccc31)OC(N)=C(C#N)C2c1ccc(C(C)C)cc1 (stereo unspecified) | 1 | i | 6 | -75 | 20* | . | -118 | 2 | 8 | .
O=C(c1cn(-c2ccccc2)nc1-c1ccc(Br)cc1)N1CCOCC1 | 1 | i | -6 | 13 | 95* | -6 | 20 | 1 | 20 | 16

Some of the compounds tested. The share of hits here may be higher or lower than overall.
